AmpC inh no detg = AmpC beta-lactamase inhibition without detergent | P00811 | AmpC nitrocefin hydrolysis, absorbance 480 nm, 0.0001% Triton | Potency, µM (top dose mostly 57.1 µM), without a hit: top-dose activity change, negative = inhibition, hits mostly inhibitors | hit rate 0.52% among 330,000;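 also: potency is read from the fitted curve at half-maximal effect; plate controls were no compound for no effect and no enzyme for full effect; nearly all actives have a fitted effect of over 20% in size; some results filed as inactive show a strong effect at the top dose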
Target sequence (P00811 whole entry, looked up): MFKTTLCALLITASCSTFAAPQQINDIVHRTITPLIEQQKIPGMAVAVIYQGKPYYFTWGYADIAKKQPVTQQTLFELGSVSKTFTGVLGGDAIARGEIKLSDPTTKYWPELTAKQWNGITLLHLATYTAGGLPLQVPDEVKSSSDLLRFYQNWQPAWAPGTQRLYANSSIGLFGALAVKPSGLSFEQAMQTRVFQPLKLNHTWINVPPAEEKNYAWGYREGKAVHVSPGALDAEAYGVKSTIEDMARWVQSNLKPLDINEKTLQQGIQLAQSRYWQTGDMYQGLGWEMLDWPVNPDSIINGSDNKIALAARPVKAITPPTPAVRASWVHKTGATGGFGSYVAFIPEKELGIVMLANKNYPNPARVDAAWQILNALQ
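AmpC (5.3 nM in the dispensed reagent) in 20 mM phosphate pH 7.0 with 0.01% (detergent screen) or 0.0001% Triton X-100 was preincubated with compounds for 15 min at room temperature. Nitrocefin was then added from an 800 uM solution, and hydrolysis was followed at 480 nm.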
HCMV antiviral = inhibitors of human cytomegalovirus; HFF cells, HCMV-luciferase reporter, 72 h; active compounds read low; activity change, negative = inhibition, % at 57.5 µM; hit rate 4.5% among 410,000; AID 1259415; in the data active = activity change below about -60%; inconclusive = no clear call, values can overlap the other calls; inactive = above about -39%; also: % is scaled to controls: 0 for no effect and ±100 for the full control effect
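Cell-based, HFFs, 1000 cells/well, 16 h 37C; cpds in DMSO + HCMV-luc, MOI 1 PFU/cell; 72 h 37C; OneGlo luminescence after 5 min RT; norm. to buffer vs Salinomycin 10uM.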
FBPA Giardia inh = blocks Giardia fructose-bisphosphate aldolase activity. purified Giardia FBPA. A8B2U2. Potency, µM (highest dose often 59.6 µM), without a hit: at the highest dose activity, negative = inhibition, most hits filed as inhibitors. hit rate 0.71% among 290,000; also: potency is read from the fitted curve at half-maximal effect; % is scaled to controls: 0 for no effect and ±100 for the full control effect; nearly all actives have a fitted effect of over 55% in size
Target sequence (A8B2U2 whole entry, looked up): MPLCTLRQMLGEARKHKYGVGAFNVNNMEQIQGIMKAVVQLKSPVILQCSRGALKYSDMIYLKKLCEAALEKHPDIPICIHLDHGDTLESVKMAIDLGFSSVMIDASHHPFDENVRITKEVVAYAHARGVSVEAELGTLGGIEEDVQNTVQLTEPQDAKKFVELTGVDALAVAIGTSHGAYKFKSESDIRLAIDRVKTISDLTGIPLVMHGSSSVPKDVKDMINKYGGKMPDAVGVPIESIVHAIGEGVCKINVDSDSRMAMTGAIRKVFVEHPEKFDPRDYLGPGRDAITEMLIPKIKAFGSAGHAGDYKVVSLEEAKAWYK
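Giardia FBPA (40 nM reagent) was preincubated 10 min at RT with compound (up to 57.5 uM final), then substrate plus GAPDH/TPI/NAD/arsenate coupling system with diaphorase/resazurin was added; resorufin fluorescence (525/598 nm) was read after 20 min.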
Shiga inhibitor = Shiga toxin inhibition. inhibition, % at 38.7 µM. Vero cells, Shiga toxin protein synthesis inhibition reporter. hit rate 9.2% among 290,000; in the data active = inhibition mostly above about 28%, no sharp cut-off; inactive = mostly below about 43%; also: 0% is about no effect
Cycloheximide cs = affects cycloheximide protein synthesis inhibition readout, counter-screen. AID 2314. max response, %. cell reporter, cycloheximide protein synthesis inhibition counterscreen. hit rate 12% among 300,000; in the data active = max response mostly above about 13%, no sharp cut-off; inactive = mostly below about 14%; also: read at 38.3 µM for the half of the compounds with a filed dose; 0% is about no effect
AMA1-RON2 inh = AMA1-RON2 (P. falciparum) interaction inhibition | AID 720542 | hit rate 0.2% among 360,000 | Potency, µM (top dose mostly 58.2 µM), without a hit: at the top dose activity change, negative = inhibition, usual class: inhibitors | AlphaScreen AMA1-biotinylated RON2 peptide binding;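 also: potency is read from the fitted curve at half-maximal effect; 0% = vehicle wells and -100% = peptide control; nearly all actives have a fitted effect of over 45% in size; some results filed as inactive show a strong effect at the top dose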
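AMA1 (3D7) with his tag at 25 nM final met compounds first, then biotinylated RON2 peptide at 25 nM; detection used donor plus acceptor beads, 10 µg/mL apiece, read by AlphaScreen after 30 min at room temperature.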
AmpC detergent = blocks E. coli AmpC beta-lactamase in detergent assay; P00811; AmpC hydrolysis of nitrocefin, absorbance 480 nm, 0.01% Triton; hit rate 0.041% among 370,000; Potency, µM (top dose mostly 114 µM), for inactives: top-dose activity change, negative = inhibition, actives largely listed as inhibitors;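 also: potency is read from the fitted curve at half-maximal effect; 0% = no-compound wells and -100% = no-enzyme wells; nearly all actives have a fitted effect of over 25% in size; some results filed as inactive show a strong effect at the top dose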
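20 mM phosphate pH 7.0 + 0.01% (detergent screen) or 0.0001% Triton X-100; 5.3 nM AmpC reagent; cpd preinc 15 min RT; nitrocefin (800 uM stock) to start; A480 q20 s × 4 min; Activity was normalised to no-enzyme and no-compound control wells.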
* = called active by the depositor; ? = inconclusive; . = not tested or not shown; [ ] = remark or other dose. Unless noted, calls follow the shape of the dose curve; as a rule, active = well fitted curve in the direction sought with a large enough effect; inconclusive = small, poorly fitted or top-dose-only effect, or another doubt; inactive = no such curve, though single readings can be large; an effect the other way counts as inactive or inconclusive. Not a hit list; about 16% have a hit in one of these screens.

compound,AmpC inh no detg,HCMV antiviral,FBPA Giardia inh,Shiga inhibitor,Cycloheximide cs,AMA1-RON2 inh,AmpC detergent
O=C(Nc1ccccc1)c1csc(-c2ccccc2)n1,-39%,-18,2%,43*,26*,5%,-1%
Cc1cccc(NC(=O)CSc2ncnc3c2oc2ccccc23)c1,-21%,-34,0%,5,-5,8%,?
COc1cc(S(=O)(=O)N2CCN(C(=O)c3ccco3)CC2)c(OC)cc1C,28%,65,-6%,-10,-2,3%,0%
C=CCNC(=S)Nc1c(N)n(C)c(=O)n(C)c1=O,0%,-1,?,-1,1,31%[activator],0%
O=C(CCNS(=O)(=O)c1ccc(Br)cc1)NCCCSc1ccccc1,-16%,-21,.,.,.,11%,0%
COc1cccc(S(=O)(=O)NCC(=O)N2CCCCCC2)c1,-14%,0,-8%,.,-4,1%,-13%
CCOc1cc(CNc2ccc3c(c2)OCCO3)cc(Br)c1OCC,-15%,-86*,-10%,67*,28*,?,0%
O=C(CN(c1ccc(Cl)cc1)S(=O)(=O)c1ccccc1)N1CCN(c2ccccc2)CC1,-1%,20,0%,13,-2,5%,0%
COc1ccc(-c2nc(CN3CCN(c4cc(C)nc(C)c4)CC3)c(C)o2)c2ccccc12,-7%,?,-10%,-2,-1,-13%,-2%
CCOc1ccc(C(=O)Nc2ccc(Cc3ccncc3)cc2)cc1Br,10%,-32,-11%,-6,-5,8%,?
Cc1ccc(NC(=O)c2cccnc2C(=O)Nc2ccc(C)cc2)cc1,-36%,8,-26%,21,-3,32%[activator],-8%
COc1ccc(C)cc1N(C)C(=O)c1coc(=O)c2ccccc12,4%,-5,-9%,-12,4,-5%,-21%
CC(C)C[C@@H]1NC(=O)N(CCN2CCOCC2)C1=O,-11%,44,1%,-8,-6,8%,-6%
COc1ccc(C(CNC(=O)c2oc3ccc(C)cc3c2C)N2CCCCC2)cc1 (stereo unspecified),-18%,25,5%,-5,-1,3%,?
O=C1NC(=O)N(Cc2ccco2)C(=O)/C1=C\c1ccc(-c2ccc(F)cc2)o1,?,68,1%,46,6,-18%,2%
O=C(CN1CCCCCC1)Nc1cc([N+](=O)[O-])ccc1Cl,-23%,?,-10%,-15,-3,-11%,?
O=C(Cc1ccc(S(=O)(=O)N2CCOCC2)s1)NCC1CCCCC1,-2%,-21,0%,-13,-5,-15%,?
CCOc1ccccc1N1CCN(C(=O)C(F)(F)F)CC1,5%,.,-2%,-7,-2,2%,0%
CC1CCC(N2CC(=O)N(Cc3ccc4c(c3)OCO4)C(c3ccc(F)cc3)C2=O)CC1 (stereo unspecified),0%,-29,-2%,-3,-2,-11%,-6%
COc1cccc(CNS(=O)(=O)c2ccc3c(c2)CCN3C(=O)C2CC2)c1,-20%,-29,0%,-5,3,8%,-1%
CC1(c2ccc(Cl)cc2Cl)NC(=O)N(CC(=O)Nc2ccc3[nH]c(=O)[nH]c3c2)C1=O (stereo unspecified),-16%,2,.,.,.,6%,-1%
COc1ccc(/C=C/C(=O)c2ccc(NC(=O)c3cccs3)cc2)cc1OC,?,147,-5%,70*,22*,-11%,0%
CCOC(=O)c1c2ccc(OCC(=O)NN)cc2n2ccccc12,118%[activator],-14,?,-8,-2,107%[activator],-8%
O=C(Nc1ccc(F)cc1)Nc1ccc(NC(=O)c2ccccc2O)cc1,?,-5,-1%,12,6,-18%,3%
COc1ccc(-c2cc(C(F)(F)F)c3c(N)c(C(=O)NCCSC)sc3n2)cc1,3%,-1,0%,28,-2,0%,-9%
Cn1c(CS/C(N)=N/N=C/c2ccccc2)c(Br)c(=O)n1-c1ccccc1,-33%,-9,1%,23,0,6%,0%
C=CCCCCCCCCc1nc(SCC(=O)O)n[nH]1,-21%,0,24%,-15,-3,5%,-4%
COc1cccc(C2C(C(=O)c3sc(C)nc3C)=C(O)C(=O)N2CCN2CCOCC2)c1 (stereo unspecified),17%,2,0%,11,3,2%,4%
COc1ccc2cc3cc(C(=O)N4CCN(Cc5ccc6c(c5)OCO6)CC4)oc3nc2c1,1%,-39,0%,-2,-1,?,0%
CN1CCN(NC(=O)c2cn(-c3ccccc3)nc2-c2cccc(Br)c2)CC1,104%[activator],?,-6%,1,-3,1%,3%
COc1cc(C2CC(=O)N3CN(c4ccccc4C)CSC3=C2C#N)cc(OC)c1OC (stereo unspecified),29%,1,4.5µM*,-7,-1,.,-6%
CCCCOc1ccccc1C1CC(=O)NC2=C1C(=O)CCC2 (stereo unspecified),-20%,-20,-1%,-23,-6,-1%,-2%
CCOC1(C(F)(F)F)NC(=O)N(Cc2ccc(OC)cc2)C1=O (stereo unspecified),-6%,2,0%,-24,-2,0%,-5%
Cc1ccc(N(Cc2ccccc2)C(=O)c2cccc(S(=O)(=O)N3CC(C)OC(C)C3)c2)cc1 (stereo unspecified),121%[activator],?,.,.,.,-16%,-5%
CC(=O)N[C@@H](Cc1c[nH]c2ccccc12)C(=O)NC1CC1,-6%,-4,16%,-5,-2,-9%,-3%
COc1ccc(C(O)Cc2nc3ccccc3n2C)cc1OC (stereo unspecified),-13%,4,-15%,-7,1,10%,?
Cc1cc(N2CCN(S(=O)(=O)c3ccc4ccccc4c3)CC2)n2ncnc2n1,71%[activator],9,9%,-1,-1,0%,-7%
Cc1nc2nc(-c3ccccc3)cc(=O)n2[nH]1,-12%,57,-15%,-4,-2,-7%,-2%
COC(=O)c1cnc(NNC(=O)c2ccc([N+](=O)[O-])cc2)nc1C(F)(F)F,-17%,11,-11%,-9,10,79%[activator],?
CCOc1ccc(NC(=O)CCN2C(=O)CSc3ccccc32)cc1,-22%,-19,.,.,.,5%,-3%
COc1ccc(C([O-])=Nc2ccc[n+](-c3nc4ccccc4nc3NS(=O)(=O)c3ccccc3)c2)cc1,83%[activator],-13,1%,11,-1,.,-3%
O=C(Nc1cccc(F)c1)c1cccnc1NCCc1ccccc1,-17%,12,-4%,-7,-1,57%[activator],?
Cc1ccc(C)c(-n2c(SCC(=O)NC(C(=O)O)C(C)C)nnc2-c2cccc(Cl)c2)c1 (stereo unspecified),-6%,?,1%,3,-2,-1%,-21%
Cc1ccccc1Nc1cc(C(=O)NCc2ccco2)c2ccccc2n1,-39%,6,0%,36,8,-6%,-7%
C1=C(c2ccccc2)Nc2ccccc2N=C1c1ccccc1,-16%,8,2%,36*,14,-7%,?
C/C(=C\C(=O)Nc1nccs1)c1ccccc1,.,105,9%,116*,57*,-4%,1%
N=c1c2c3c(sc2ncn1Cc1ccccc1)CCCC3,-36%,6,11%,-8,0,5%,4%
COc1ccc(S(=O)(=O)N2CCC(C(=O)N[C@@H](C)C(=O)N3CCCCCC3)CC2)cc1,-8%,19,12%,-2,-6,11%,-13%

Gathered by group: those above with a CF3 group (4)
compound,AmpC inh no detg,HCMV antiviral,FBPA Giardia inh,Shiga inhibitor,Cycloheximide cs,AMA1-RON2 inh,AmpC detergent
CCOc1ccccc1N1CCN(C(=O)C(F)(F)F)CC1,5%,.,-2%,-7,-2,2%,0%
COc1ccc(-c2cc(C(F)(F)F)c3c(N)c(C(=O)NCCSC)sc3n2)cc1,3%,-1,0%,28,-2,0%,-9%
CCOC1(C(F)(F)F)NC(=O)N(Cc2ccc(OC)cc2)C1=O (stereo unspecified),-6%,2,0%,-24,-2,0%,-5%
COC(=O)c1cnc(NNC(=O)c2ccc([N+](=O)[O-])cc2)nc1C(F)(F)F,-17%,11,-11%,-9,10,79%[activator],?

Continued.
compound,AmpC inh no detg,HCMV antiviral,FBPA Giardia inh,Shiga inhibitor,Cycloheximide cs,AMA1-RON2 inh,AmpC detergent
CCOC(=O)c1oc2nc(C(C)C)c3c(c2c1N)CCC3,-5%,-27,2%,-7,-2,0%,8%
S=C(Nc1ccc(Cl)cc1)Nc1cccc2cnccc12,-53%,-98*,1.6µM*,19,18,-9%,-14%
CCCCNS(=O)(=O)c1ccc2nc(-c3cccnc3)cc(C(=O)NCC(OC)OC)c2c1,-10%,-38,-6%,-19,1,0%,-5%
O=C(Nc1nnc(S(=O)(=O)N2CCCC2)s1)c1cccc([N+](=O)[O-])c1,-26%,.,.,-4,-10,-2%,-2%
Cc1ccccc1CN(C)CC(=O)Nc1c(C)cccc1C(C)C,69%[activator],-13,2%,-15,-8,-16%,2%
N#Cc1ccc(Sc2ccccn2)c([N+](=O)[O-])c1,-7%,-4,-17%,2,0,1%,3%
CCOc1ccc(N(C(=O)CNS(=O)(=O)c2ccccc2)C(CC)C(=O)NCc2ccco2)cc1 (stereo unspecified),-16%,3,-18%,31,0,-9%,-2%
CCS(=O)(=O)N1CCN=C1SCc1ccc(F)cc1,4%,?,.,8,-1,-7%,-2%
Cc1cccc(NC(=O)c2c(C)cc(=O)oc2C)n1,-15%,23,6%,-15,8,?,6%
Cc1cc(=O)oc2c(CN3CCN(CCO)CC3)c(O)ccc12,-10%,-14,-4%,-13,-1,20%,-10%
O=C1Nc2ccccc2C12OC1CCCCC1O2 (stereo unspecified),-17%,-30,11%,12,-1,0%,-7%
CCOC(=O)N1CCC(Nc2c(NCCCN3CCN(c4ccc(OC)cc4)CC3)c(=O)c2=O)CC1,28%,-9,9%,10,-3,-15%,4%
CCCCn1c(N)c(N(CC(C)C)C(=O)c2ccco2)c(=O)[nH]c1=O,-5%,?,.,.,.,0%,-15%
O=C(COc1ccc2c(c1)CCC2)NCc1ccc(Cl)cc1,-18%,8,-8%,-3,-3,13%,-9%
Cc1cccc(Cc2nnc(CCC(=O)N(C)CCc3ccccc3)o2)c1,133%[activator],29,16%,61*,48*,3%,2%
Cc1c(C(c2ccccc2Br)c2c(C)n(C)n(-c3ccccc3)c2=O)c(=O)n(-c2ccccc2)n1C,76%[activator],-14,0%,-6,-1,-2%,1%
CSCC[C@H](NC(=O)CCNC(C)=O)c1nc2ccccc2[nH]1,-20%,-14,-7%,-6,2,-6%,-5%
CN(C)CCNC(=O)/C=C/c1cn(-c2ccccc2)nc1-c1cc2ccccc2oc1=O,96%[activator],-36,6%,-12,10,0%,8%
Cc1cc(-c2ccc(C)c(S(=O)(=O)NCCN3CCC(C)CC3)c2)on1,-1%,-32,-5%,-5,9,3%,2%
COC(=O)[C@H](CC(C)C)NC(=O)NC1CCCCC1C (stereo partly specified),-6%,46,3%,-10,-2,-1%,-5%
